Screening results (PubChem BioAssay)
BioA inh: M. tuberculosis BioA enzyme inhibitors, primary screen, biochemical, plate reader, single point, HTS; 7,8-diaminopelargonic acid synthase BioA (Mycobacterium tuberculosis); purified M. tuberculosis BioA enzyme; inhibition, % at 9.99 µM; 0.096% of 360,000 active; AID 602481, 2012; in the data active = inhibition above about 40%
* hit, by the source's call; & = joins results of further samples. A portion of the library; count on the stated rates, not on these rows.

SMILES | BioA inh
CC(C)NC(=O)Nc1cccc2c1O[C@@H](CN(C)C(=O)Nc1ccc3c(c1)OCO3)[C@@H](C)CN([C@H](C)CO)C2=O | -1.0
C[C@@H]1CN([C@H](C)CO)C(=O)c2cc(-c3ccccc3)cnc2O[C@H]1CN(C)C(=O)NC1CCCC1 | 2.4
COc1ccc(-c2ccc([C@@H]3[C@@H](CO)N4CCCCN(C(=O)c5ccc(F)cc5)C[C@@H]34)cc2)cc1 | 3.6
CC(C)C#Cc1ccc2c(c1)O[C@@H](CN(C)C(=O)Nc1ccccc1)[C@@H](C)CN([C@@H](C)CO)S2(=O)=O | 2.4
COc1cccc(NC(=O)Nc2ccc3c(c2)C(=O)N(C)[C@H]2CC[C@H](CC(=O)O)O[C@@H]2CO3)c1 | -1.8
C[C@H](CO)N1C[C@H](C)[C@@H](CN(C)Cc2ccc3c(c2)OCO3)OCCCC[C@H](C)Oc2ccc(NC(=O)CCC(F)(F)F)cc2C1=O | 2.8
O=C([C@H]1[C@H](CO)[C@H]2Cn3c(ccc(C4=CCCC4)c3=O)[C@@H]1N2C(=O)c1ccncc1)N1CCCCC1 | 1.0
C[C@@H]1CN([C@@H](C)CO)C(=O)c2cc(NC(=O)NC3CCCCC3)ccc2O[C@@H](C)CCCCO[C@H]1CN(C)S(=O)(=O)c1cccs1 | -3.3
C[C@@H]1CN([C@@H](C)CO)C(=O)c2cccc(NC(=O)c3ccc(-c4nccs4)cc3)c2O[C@H]1CN(C)S(C)(=O)=O | 4.5
Cc1ccc(S(=O)(=O)N(C)C[C@H]2Oc3cc(-c4cccc(F)c4)ccc3S(=O)(=O)N([C@@H](C)CO)C[C@H]2C)cc1 | -0.2
Cc1ccc(S(=O)(=O)N(C)C[C@@H]2Oc3ccc(NC(=O)C4CC4)cc3CC(=O)N([C@H](C)CO)C[C@H]2C)cc1 | -0.8
C[C@@H]1CN([C@@H](C)CO)C(=O)c2cccc(NC(=O)Nc3ccccc3)c2O[C@H]1CN(C)S(=O)(=O)c1ccc(F)cc1 | 0.7
COc1ccc(NC(=O)N2C[C@@H]3[C@H](c4ccccc42)[C@@H](CO)N3C(=O)C2CC2)cc1 | -3.2
C[C@@H]1CCCCO[C@H](CN(C)C(=O)Cc2ccccc2)[C@H](C)CN([C@@H](C)CO)C(=O)c2cc(NC(=O)CCC(F)(F)F)ccc2O1 | 2.0
CO[C@@H]1CC[C@@H]2CCN(C)C(=O)C[C@H](c3ccccc3)CN(C)C(=O)c3cccc(C#N)c3OC[C@H]1O2 | -1.3
CC(C)NC(=O)N(C)C[C@@H]1Oc2ccc(NS(=O)(=O)c3cccs3)cc2CC(=O)N([C@@H](C)CO)C[C@@H]1C | 1.5
C[C@@H]1CN([C@@H](C)CO)C(=O)c2cc(C3=CCCCC3)cnc2O[C@@H]1CN(C)C(=O)c1cccc(F)c1 | 0.6
CO[C@@H]1CN(C)C(=O)c2ccc(NC(=O)NC(C)C)cc2OC[C@@H](C)N(Cc2ccccn2)C[C@@H]1C | -2.0
O=C(O)[C@H]1[C@H](CO)[C@H]2Cn3c(ccc(C4=CCCCC4)c3=O)[C@H]2N1C(=O)c1ccccc1F | -3.2
CC(=O)N(C[C@@H]1N[C@@H](CO)[C@@H]1c1ccc(-c2cccnc2)cc1)C1CCCC1 | 5.6&1.7
C[C@@H]1CN([C@@H](C)CO)S(=O)(=O)c2ccc(-c3cccc(F)c3)cc2O[C@H]1CN(C)CC1CC1 | 0.0
C[C@@H]1CN([C@@H](C)CO)C(=O)c2cc(NS(=O)(=O)c3ccc(F)cc3)ccc2O[C@H]1CN(C)C(=O)Nc1ccc(F)cc1 | 0.3
C[C@@H]1CCCCO[C@H](CN(C)C(=O)C2CCCCC2)[C@H](C)CN([C@H](C)CO)C(=O)c2cc(NS(=O)(=O)c3ccccc3)ccc2O1 | 6.1
C[C@@H]1CN([C@@H](C)CO)C(=O)c2cc(NS(C)(=O)=O)ccc2O[C@@H]1CN(C)S(=O)(=O)c1cn(C)cn1 | 0.1
O=C(C[C@@H]1CC[C@@H]2[C@H](COC[C@@H](O)CN2C(=O)c2ccncc2)O1)NC1Cc2ccccc2C1 | -1.6
O=C(Nc1cccc(F)c1)N[C@@H]1CC[C@H](CCNS(=O)(=O)c2cccc(Cl)c2)O[C@@H]1CO | 8.3
C[C@@H]1CN([C@H](C)CO)C(=O)c2cc(NC(=O)Nc3ccccc3)ccc2O[C@@H](C)CCCCO[C@H]1CN(C)C(=O)C1CCCCC1 | -0.2
O=C(Nc1ccc2c(c1)[C@@H]1C[C@@H](CC(=O)N3CCc4ccccc4C3)O[C@@H](CO)[C@@H]1O2)C1CCOCC1 | 2.1
C[C@@H]1CCCCO[C@@H](CN(C)C(=O)Cc2ccccc2)[C@H](C)CN([C@@H](C)CO)C(=O)c2cc(NC(=O)Nc3ccc4c(c3)OCO4)ccc2O1 | -3.3
COc1ccc(NC(=O)Nc2ccc3c(c2)CC(=O)N([C@H](C)CO)C[C@@H](C)[C@@H](CN(C)Cc2ccccc2)O3)cc1 | 1.4
O=C(NCC[C@H]1CC[C@H](NC(=O)c2cccnc2)[C@@H](CO)O1)Nc1ccc(F)cc1 | 20
C[C@@H]1CCCCO[C@@H](CN(C)S(=O)(=O)c2ccccc2)[C@H](C)CN([C@H](C)CO)C(=O)c2cc(NC(=O)Nc3ccc(C(F)(F)F)cc3)ccc2O1 | -0.8
COCC#Cc1ccc2c(c1)O[C@@H](CN(C)C(=O)C1CCOCC1)[C@@H](C)CN([C@@H](C)CO)S2(=O)=O | -3.2
COc1ccccc1NC(=O)N(C)C[C@H]1Oc2ncc(Br)cc2C(=O)N([C@H](C)CO)C[C@@H]1C | 1.8
C[C@@H]1CCCCO[C@@H](CN(C)CC2CC2)[C@H](C)CN([C@@H](C)CO)C(=O)c2cc(NS(=O)(=O)c3ccc(Cl)cc3)ccc2O1 | 1.2
COCC(=O)NC[C@@H]1[C@@H](c2ccc(-c3ccccc3)cc2)[C@@H](CO)N1C(C)=O | -1.7

Among those listed so far, these contain a CF3 group.
SMILES | BioA inh
C[C@H](CO)N1C[C@H](C)[C@@H](CN(C)Cc2ccc3c(c2)OCO3)OCCCC[C@H](C)Oc2ccc(NC(=O)CCC(F)(F)F)cc2C1=O | 2.8
C[C@@H]1CCCCO[C@H](CN(C)C(=O)Cc2ccccc2)[C@H](C)CN([C@@H](C)CO)C(=O)c2cc(NC(=O)CCC(F)(F)F)ccc2O1 | 2.0
C[C@@H]1CCCCO[C@@H](CN(C)S(=O)(=O)c2ccccc2)[C@H](C)CN([C@H](C)CO)C(=O)c2cc(NC(=O)Nc3ccc(C(F)(F)F)cc3)ccc2O1 | -0.8

Next entries
SMILES | BioA inh
CCN1[C@@H]2c3ccc(-c4ccccc4OC)c(=O)n3C[C@H]1[C@H](CO)[C@H]2C(=O)NCc1ccccn1 | -0.4
OC[C@@H]1[C@H](c2ccc(C#Cc3ccccc3)cc2)[C@@H]2CN(CC3CCOCC3)CCCCN12 | -5.6
COCC(=O)Nc1ccc2c(c1)OC[C@@H](C)N(C(C)=O)C[C@@H](C)[C@H](OC)CN(C)C2=O | -0.3
COc1ccccc1CN(C)C[C@H]1OCc2cn(nn2)CCCC(=O)N([C@@H](C)CO)C[C@@H]1C | 1.7
CC(C)NC(=O)NCC[C@@H]1CC[C@@H](NC(=O)c2ccc(F)cc2)[C@H](CO)O1 | 3.8
C[C@@H]1CN([C@@H](C)CO)C(=O)c2cccc(NC(=O)NC3CCCCC3)c2O[C@H]1CN(C)S(=O)(=O)c1cccs1 | -3.2
C[C@H](CO)N1C[C@H](C)[C@H](CN(C)Cc2ccc(Oc3ccccc3)cc2)Oc2ccc(NC(=O)Cn3cnnn3)cc2C1=O | 1.7
CCCNC(=O)N1[C@@H]2CN(C(=O)Nc3cccc(F)c3)c3ccccc3[C@@H]2[C@@H]1CO | -1.9
C[C@H]1CN([C@@H](C)CO)C(=O)c2cccc(NC(=O)C3CCCCC3)c2O[C@H]1CN(C)C(=O)Nc1ccc2c(c1)OCO2 | -0.9
CNC[C@H]1Oc2c(NS(=O)(=O)c3ccc(F)cc3)cccc2C(=O)N([C@H](C)CO)C[C@H]1C | -2.4
C[C@@H]1CCCCO[C@@H](CN(C)C(=O)c2ccccc2)[C@@H](C)CN([C@@H](C)CO)C(=O)c2cc(NC(=O)Nc3ccc(F)cc3)ccc2O1 | -6.0
CN(C)c1ccc2c(c1)[C@@H]1C[C@@H](CC(=O)NCc3cc(F)ccc3F)O[C@H](CO)[C@@H]1O2 | -3.5
C[C@H](CO)N1C[C@H](C)[C@@H](CN(C)Cc2cccnc2)Oc2cc(C#CC3CCCCC3)ccc2S1(=O)=O | -0.2
O=C(C[C@@H]1CC[C@H](NC(=O)Nc2ccc3c(c2)OCO3)[C@@H](CO)O1)NCc1ccccc1 | 0.9
N#C[C@H]1[C@H](c2ccc(-c3cccc(F)c3)cc2)[C@@H](CO)N1C(=O)NC1CCCC1 | -0.4
Cc1ccc(S(=O)(=O)N[C@@H]2CC[C@H](CC(=O)O)O[C@@H]2CO)cc1 | -4.9
C[C@H]1CN([C@@H](C)CO)C(=O)c2cc(-c3cncnc3)cnc2O[C@@H]1CN(C)CC1CCCC1 | 0.2
Cc1cccc(S(=O)(=O)N2CCCCN3[C@H](CO)[C@H](c4ccc(-c5cccnc5)cc4)[C@H]3C2)c1 | 5.3
Cc1noc(C)c1NC(=O)Nc1cccc2c1O[C@@H](CN(C)S(=O)(=O)c1cccs1)[C@H](C)CN([C@@H](C)CO)C2=O | 1.0
CCCN1C[C@@H](C)[C@@H](OC)CN(C)C(=O)c2cc(NC(=O)C3CCC3)ccc2OC[C@H]1C | -0.6
COc1cccc(C(=O)Nc2ccc3c(c2)C(=O)N(C)[C@@H]2CC[C@H](CC(=O)NCc4ccccc4F)O[C@H]2CO3)c1 | -2.4
Cc1ccc(NC(=O)C[C@H]2CC[C@H]3[C@@H](COc4ccc(NC(=O)C(C)C)cc4C(=O)N3C)O2)cc1 | 3.2
CC=Cc1ccc2n(c1=O)C[C@@H]1[C@@H](CO)[C@H](C(=O)NCC3CCCCC3)N(C(=O)CC)[C@H]21 (mixture of isomers) | -3.3
CCCNC(=O)N[C@H]1CC[C@H](CCNS(=O)(=O)c2cccc(F)c2)O[C@@H]1CO | 0.4
COCC(=O)Nc1ccc2c(c1)OC[C@@H](C)N(CCc1ccccc1)C[C@@H](C)[C@@H](OC)CN(C)C2=O | 1.3
CC(C)NC(=O)N(C)C[C@@H]1Oc2ncc(C#Cc3ccc(C(F)(F)F)cc3)cc2C(=O)N([C@H](C)CO)C[C@@H]1C | -0.1
CO[C@@H]1CN(C)C(=O)c2cc(NC(=O)c3cnccn3)ccc2OC[C@@H](C)NC[C@H]1C | 3.0
CS(=O)(=O)N1C[C@@H](O)COC[C@H]2O[C@H](CC(=O)NCc3ccccc3)CC[C@@H]21 | 1.8
COc1ccc(S(=O)(=O)N(C)C[C@@H]2Oc3ccc(NC(=O)C4CC4)cc3CC(=O)N([C@@H](C)CO)C[C@@H]2C)cc1 | -0.9
O=C(C[C@H]1C[C@H]2c3cc(NC(=O)CC4CC4)ccc3O[C@H]2[C@@H](CO)O1)NCc1cccc(F)c1 | 0.4
CS(=O)(=O)Nc1ccc2c(c1)[C@@H]1C[C@H](CC(=O)NCc3ccc(Oc4ccccc4)cc3)O[C@@H](CO)[C@@H]1O2 | -1.5
O=C(C[C@H]1C=C[C@H](NC(=O)Nc2ccc3c(c2)OCO3)[C@@H](CO)O1)NCc1ccccc1 | 0.4
C[C@@H]1CN([C@@H](C)CO)C(=O)Cc2cc(NS(=O)(=O)c3ccccc3)ccc2O[C@@H]1CN(C)Cc1ccc(-c2ccccc2)cc1 | 1.7
C[C@@H]1CN([C@@H](C)CO)C(=O)c2cc(NC(=O)C3CCCCC3)ccc2O[C@@H](C)CCCCO[C@@H]1CN(C)C(=O)NC1CCCCC1 | 0.9
C[C@H](CO)N1C[C@H](C)[C@H](CN(C)C(=O)c2ccccc2F)Oc2ncc(C#Cc3cccc(F)c3)cc2C1=O | 4.0
CCS(=O)(=O)Nc1ccc2c(c1)C(=O)N(C)C[C@H](OC)[C@@H](C)CN(C(=O)C1CC1)[C@H](C)CO2 | -1.4
COc1ccccc1C(=O)N1C[C@H]2[C@@H](c3ccccc31)[C@H](CO)N2C(=O)C1CCCCC1 | -1.6
CCCN1C[C@@H](C)[C@H](OC)CN(C)C(=O)c2cc(NC(=O)Nc3cccc(F)c3)ccc2OC[C@@H]1C | -0.4
CN(C)CCCNC(=O)[C@@H]1[C@@H](CO)[C@@H]2Cn3c(cccc3=O)[C@H]1N2CC1CC1 | -3.6
C[C@H](CO)N1C[C@H](C)[C@@H](CN(C)Cc2cccnc2)Oc2ncc(-c3ccc(F)cc3)cc2C1=O | 0.9
CC(C)CC#Cc1cnc2c(c1)C(=O)N([C@@H](C)CO)C[C@H](C)[C@@H](CN(C)C(=O)Cc1ccncc1)O2 | -3.0
Cc1noc(C)c1NC(=O)Nc1ccc2c(c1)CC(=O)N([C@@H](C)CO)C[C@H](C)[C@H](CN(C)C(=O)Nc1ccc(C(F)(F)F)cc1)O2 | 1.6
C[C@H](CO)N1C[C@H](C)[C@H](CN(C)S(=O)(=O)c2ccccc2)Oc2ccc(NC(=O)Nc3ccccc3)cc2CC1=O | -1.0

Some of the entries so far, as comma-separated lines:
mol,BioA inh
Cc1ccc(NC(=O)C[C@H]2CC[C@H]3[C@@H](COc4ccc(NC(=O)C(C)C)cc4C(=O)N3C)O2)cc1,3.2
CC=Cc1ccc2n(c1=O)C[C@@H]1[C@@H](CO)[C@H](C(=O)NCC3CCCCC3)N(C(=O)CC)[C@H]21 (mixture of isomers),-3.3

In the list so far, these have a thiophene ring, fused or not.
SMILES | BioA inh
C[C@@H]1CN([C@@H](C)CO)C(=O)c2cc(NC(=O)NC3CCCCC3)ccc2O[C@@H](C)CCCCO[C@H]1CN(C)S(=O)(=O)c1cccs1 | -3.3
CC(C)NC(=O)N(C)C[C@@H]1Oc2ccc(NS(=O)(=O)c3cccs3)cc2CC(=O)N([C@@H](C)CO)C[C@@H]1C | 1.5
C[C@@H]1CN([C@@H](C)CO)C(=O)c2cccc(NC(=O)NC3CCCCC3)c2O[C@H]1CN(C)S(=O)(=O)c1cccs1 | -3.2
Cc1noc(C)c1NC(=O)Nc1cccc2c1O[C@@H](CN(C)S(=O)(=O)c1cccs1)[C@H](C)CN([C@@H](C)CO)C2=O | 1.0
